Screens (PubChem)
CHO-K1 Ca ag – counter-screen for M1 agonists: effect in parental CHO-K1 cells. activation, % at 3 µM. 360,000 compounds, 0.48% hits. Fluo-8 calcium fluorescence; scaled to maximal ATP response, vehicle zero; in the data active = activation above about 15%;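 note: untransfected CHO-K1 host cells lacking M1 receptor as counterscreen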
TAAR1 antagonist – human TAAR1 antagonists, primary screen, Fluo-8 calcium fluorescence, CHO RD-HGA16 cells | Trace amine-associated receptor 1 (Homo sapiens), Q96RJ0 | antagonist | inhibition, % at 3 µM | 360,000 compounds, 1.5% hits | AID 624466, 2012;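 active = inhibition above a per-plate cutoff, the mean inhibition of test compounds on that plate plus 3 SD, cut at about 49% in these data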;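 note: 0% = DMSO plus EC80 beta-PEA response and 100% = DMSO alone without agonist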
Target sequence (Q96RJ0 whole entry, looked up): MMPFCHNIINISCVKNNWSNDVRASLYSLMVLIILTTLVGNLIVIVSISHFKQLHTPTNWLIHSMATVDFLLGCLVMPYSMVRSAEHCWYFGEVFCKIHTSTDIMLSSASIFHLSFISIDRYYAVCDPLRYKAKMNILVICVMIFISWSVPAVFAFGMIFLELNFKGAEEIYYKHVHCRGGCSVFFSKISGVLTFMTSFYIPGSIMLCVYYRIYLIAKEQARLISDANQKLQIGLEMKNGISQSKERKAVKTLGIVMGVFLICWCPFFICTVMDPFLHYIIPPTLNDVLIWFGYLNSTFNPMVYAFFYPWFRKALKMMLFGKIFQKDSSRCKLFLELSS
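Test system: RD-HGA16 CHO cells with stable hTAAR1 and Gα16 / Probe or stimulus: EC80 β-phenethylamine stimulus / Times: seeding 17-24 h prior, 75-min 37 °C, 30-min RT dye loading / Detection: Fluo-8 calcium-sensitive fluorescence / Read-out basis: % inhibition scaled between DMSO and EC80 PEA controls / Repeats: singlicate, one well per test compound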
CHO parental Ca – ATP-evoked calcium signal inhibitors, parental CHO, primary screen, counter-screen for OX1R antagonist project, cell-based, fluorescence, Fluo-8 calcium dye. AID 463079, 2010. parental CHO-K1, ATP-induced calcium, Fluo-8 fluorescence. 330,000 compounds, 0.63% hits. inhibition, % at 5.6 µM;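 active = inhibition above that plate's mean sample inhibition plus 3 SD, cut at about 26% in these data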;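 note: 0% = ATP-challenged DMSO wells and 100% = DMSO wells without ATP; some compounds past the cut are filed as inactive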
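Measured by: calcium-sensitive Fluo-8 fluorescence / Test system: CHO parental line / Controls: ATP-challenged DMSO wells low, unchallenged DMSO wells high / Measure: % inhibition / Compound: single nominal dose of 5.6 µM per compound / Replicates: single well per compound, no replicates / Reagent: ATP as calcium-mobilizing challenge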
M1 ag – human M1 muscarinic receptor agonists, primary screen, Fluo-8 calcium fluorescence, CHO-K1 cells, HTS; 360,000 compounds, 0.33% hits; CHO-K1 hM1, agonist mode; 0% DMSO, 100% acetylcholine EC100; activation, % at 3 µM;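 active = activation above the run's mean compound activation plus 3 SD, cut at about 16% in these data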;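 note: peak over basal fluorescence ratio within a 140 s kinetic read after compound addition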
Target sequence (P11229 whole entry, looked up): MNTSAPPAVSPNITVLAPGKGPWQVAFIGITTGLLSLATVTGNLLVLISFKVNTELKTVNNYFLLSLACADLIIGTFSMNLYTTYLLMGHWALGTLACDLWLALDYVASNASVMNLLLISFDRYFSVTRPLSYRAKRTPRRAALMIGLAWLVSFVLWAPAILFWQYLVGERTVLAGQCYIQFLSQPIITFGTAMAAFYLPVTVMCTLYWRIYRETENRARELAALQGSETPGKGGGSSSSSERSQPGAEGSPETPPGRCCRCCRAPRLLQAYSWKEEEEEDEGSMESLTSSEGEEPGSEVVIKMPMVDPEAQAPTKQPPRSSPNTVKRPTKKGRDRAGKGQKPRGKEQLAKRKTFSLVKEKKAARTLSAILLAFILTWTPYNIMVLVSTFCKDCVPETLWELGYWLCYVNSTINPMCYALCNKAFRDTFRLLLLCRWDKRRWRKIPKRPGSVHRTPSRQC
OXTR potentiate – human OXTR potentiators, primary screen, fluorescence, CHO-OTR cells, Fluo-8 calcium. Oxytocin receptor (Homo sapiens), P30559. Fluo-8 calcium fluorescence, potentiator mode; 0% = oxytocin EC15, 100% = EC100. activation, % at 3 µM. 320,000 compounds, 0.061% hits. AID 2445, 2010;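 active = activation above that plate's cutoff, the mean activation of tested compounds plus 3 SD, cut at about 6.6% in these data, passing the limit was not always enough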;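 note: 100% uses oxytocin at 75 nM as the full agonist control; some results filed as inactive read as strong as hits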
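test system = CHO-OTR cells, human receptor | compound = single-point 3.0 µM | schedule = 6 min compound pre-incubation at room temperature, 100 s kinetic read | signal = Fluo-8 no-wash calcium dye fluorescence, excitation 470-495 nm, emission 515-575 nm | repeats = single well per compound, singlicate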
TAAR1 agonist – human TAAR1 agonists, primary screen, Fluo-8 calcium fluorescence, CHO RD-HGA16 cells | activation, % at 3 µM | vehicle wells 0%, saturating PEA agonist 100% | 360,000 compounds, 0.99% hits;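 active = activation above the mean activation of all test compounds in the run plus 3 SD, cut at about 38% in these data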
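System: CHO-derived RD-HGA16 cells with stable Gα16 and human TAAR1. Times: 17-24 h plating, Fluo-8 75 min 37 °C, 30 min RT. Measured by: calcium-sensitive Fluo-8 signal, excitation 470-495, emission 515-575 nm. Read-out basis: % activation relative to PEA EC100 response. Control set: DMSO and PEA EC100. Repeats: no replicates (n 1).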
CHO-K1 Ca antag – counter-screen for M1 antagonists: effect in parental CHO-K1 cells | ATP-induced calcium, Fluo-8 fluorescence | inhibition, % at 3 µM | 360,000 compounds, 0.6% hits;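 active = inhibition above a per-plate cutoff, the plate's mean sample inhibition plus 3 SD, cut at about 24% in these data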;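 note: 0% = DMSO plus EC80 ATP and 100% = DMSO alone without ATP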
V1aR counter – agonists of human V1a receptor, primary screen, counter-screen for OXTR agonist project, fluorescence, CHO-V1R cells. Fluo-8 calcium fluorescence, agonist mode; 0% DMSO, 100% 3 nM vasopressin. activation, % at 3 µM. 320,000 compounds, 0.25% hits. Vasopressin V1a receptor (Homo sapiens), P37288;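 active = activation above the mean activation of all tested compounds plus 3 SD, per screening run, cut at about 20% in these data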;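 note: signal is peak over basal fluorescence ratio across a 100 second FLIPR read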
CHO-K1 Ca PAM – nonselective calcium activators in parental CHO-K1 cells, primary screen, counter-screen for M1 PAM project, cell-based, Fluo-8 calcium fluorescence, full deck, 1536-well; ATP EC20; 0% at ATP EC20, 100% at ATP max; activation, % at 3 µM; 360,000 compounds, 0.02% hits;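 active = activation above the run cutoff, the mean activation of all test compounds plus 3 SD, cut at about 40% in these data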;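 note: peak over basal fluorescence ratio in a 140 s read after ATP addition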
Active calls of the source: *. Random draw from the library; about 3.3% have a hit in one of these screens.

How did CCSc1nsc(NC(=O)Nc2cccc(OC)c2)n1 do in these assays?
CHO-K1 Ca ag: 17*; TAAR1 antagonist: 32; CHO parental Ca: 43*; M1 ag: 4; OXTR potentiate: -25; TAAR1 agonist: 9; CHO-K1 Ca antag: 13; V1aR counter: 13; CHO-K1 Ca PAM: 5

What do the screens show for `CC(C)(C)CC(=O)NCCc1csc(-c2ccccc2)n1`?
CHO-K1 Ca ag: 0.1; TAAR1 antagonist: -10; CHO parental Ca: -18; M1 ag: 0; OXTR potentiate: -1; TAAR1 agonist: -2; CHO-K1 Ca antag: 13; V1aR counter: -0.5; CHO-K1 Ca PAM: -24

What do the screens show for `c1coc(-c2nc(N=C3N=c4ccccc4=N3)[nH]c2-c2ccco2)c1`?
CHO-K1 Ca ag: 0.2; TAAR1 antagonist: -11; M1 ag: 1; TAAR1 agonist: 1; CHO-K1 Ca antag: -12; CHO-K1 Ca PAM: 20

Results for Cc1ccc(S(=O)(=O)N/N=C/c2ccc(OC3CSC3)cc2)cc1 ?
CHO-K1 Ca ag: 17*; TAAR1 antagonist: 93*; CHO parental Ca: 56*; M1 ag: 29*; OXTR potentiate: -29; TAAR1 agonist: 91*; CHO-K1 Ca antag: 17; V1aR counter: 40*; CHO-K1 Ca PAM: 11

What do the screens show for `COc1cccc2cc(-c3csc(CCn4nc(C)cc4C)n3)c(=O)oc12`?
CHO-K1 Ca ag: 3.7; TAAR1 antagonist: 26; CHO parental Ca: -13; M1 ag: -5; OXTR potentiate: -8; TAAR1 agonist: 13; CHO-K1 Ca antag: 5; V1aR counter: 3.6; CHO-K1 Ca PAM: -3

What do the screens show for `Cc1cccc(N2CCN(C(=O)c3ccncc3)CC2C)c1` (configuration not stated)?
CHO-K1 Ca ag: 0.6; TAAR1 antagonist: 0; CHO parental Ca: -16; M1 ag: -1; OXTR potentiate: -7; TAAR1 agonist: 10; CHO-K1 Ca antag: 8; V1aR counter: 0.6; CHO-K1 Ca PAM: -5

Results for Cc1ccc(S(=O)(=O)c2cnc(-c3ccccc3)nc2N2CCN(C)CC2)cc1 ?
CHO-K1 Ca ag: 0.6; TAAR1 antagonist: -6; CHO parental Ca: -20; M1 ag: -6; OXTR potentiate: -23; TAAR1 agonist: 11; CHO-K1 Ca antag: -3; V1aR counter: 0.5; CHO-K1 Ca PAM: 9

What do the screens show for `Cc1ccc(N=Cc2ccccc2O)cc1Cl`?
CHO-K1 Ca ag: 0.6; TAAR1 antagonist: 5; M1 ag: 0; TAAR1 agonist: 0; CHO-K1 Ca antag: -5; CHO-K1 Ca PAM: 4

How did O=C1N[C@@H](c2ccccc2)COC(=O)[C@H](Cc2ccc(F)cc2)CC/C=C/C[C@H]1CC(=O)N(CCO)Cc1ccccc1 do in these assays?
CHO-K1 Ca ag: 3.7; TAAR1 antagonist: 61*; CHO parental Ca: -17; M1 ag: -2; OXTR potentiate: -8; TAAR1 agonist: 15; CHO-K1 Ca antag: -9; V1aR counter: 0.5; CHO-K1 Ca PAM: 18

Results for NC(=O)CCC(=O)N1CCCC(C(=O)c2ccc(C(F)(F)F)cc2)C1 (configuration not stated) ?
CHO-K1 Ca ag: 0.8; TAAR1 antagonist: -4; CHO parental Ca: -7; M1 ag: -3; OXTR potentiate: -2; TAAR1 agonist: 5; CHO-K1 Ca antag: -6; V1aR counter: 1.0; CHO-K1 Ca PAM: 16

Results for CCOC(=O)/C(=N\Nc1cccc(C(F)(F)F)c1)N1CCOCC1 ?
CHO-K1 Ca ag: -0.5; TAAR1 antagonist: -6; CHO parental Ca: -19; M1 ag: -2; OXTR potentiate: -4; TAAR1 agonist: 7; CHO-K1 Ca antag: -10; V1aR counter: -0.4; CHO-K1 Ca PAM: 1

Results for Cc1cc(=O)[nH]c(SCC(=O)NCCC2=CCCCC2)n1 ?
CHO-K1 Ca ag: 1.5; TAAR1 antagonist: 3; CHO parental Ca: -17; M1 ag: -4; OXTR potentiate: -10; TAAR1 agonist: 41*; CHO-K1 Ca antag: -11; V1aR counter: 0.6; CHO-K1 Ca PAM: 18

How did O=C(CN1CCN(C(=O)C2COc3ccccc3O2)CC1)Nc1ccccc1 (configuration not stated) do in these assays?
CHO-K1 Ca ag: 0.7; TAAR1 antagonist: -25; CHO parental Ca: -8; M1 ag: -2; OXTR potentiate: -5; TAAR1 agonist: 1; CHO-K1 Ca antag: 8; V1aR counter: 0.3; CHO-K1 Ca PAM: 0

Results for O=C1NC(c2ccccc2O)Nc2ccccc21 (configuration not stated) ?
CHO-K1 Ca ag: 0.4; TAAR1 antagonist: -21; CHO parental Ca: -7; M1 ag: 3; OXTR potentiate: 2; TAAR1 agonist: 2; CHO-K1 Ca antag: -11; V1aR counter: 2.1; CHO-K1 Ca PAM: 15

Results for CCN(C(=O)c1ccc(Cl)c(S(=O)(=O)Nc2c(C)n(C)n(-c3ccccc3)c2=O)c1)c1ccccc1 ?
CHO-K1 Ca ag: 0.0; TAAR1 antagonist: -16; CHO parental Ca: -8; M1 ag: -2; OXTR potentiate: 2; TAAR1 agonist: 1; CHO-K1 Ca antag: 1; V1aR counter: 0.3; CHO-K1 Ca PAM: -17

How did O=C(O)CC(NC(=O)C1c2ccccc2Oc2ccccc21)c1ccc(OC2CCCC2)cc1 (configuration not stated) do in these assays?
CHO-K1 Ca ag: -0.8; TAAR1 antagonist: -12; CHO parental Ca: -8; M1 ag: -7; OXTR potentiate: 2; TAAR1 agonist: 58*; CHO-K1 Ca antag: 7; V1aR counter: 1.3; CHO-K1 Ca PAM: -8

Results for CCOCCOC(=O)C1=C(C)NC(=O)NC1c1cc2c(cc1Br)OCO2 (configuration not stated) ?
CHO-K1 Ca ag: 5.0; TAAR1 antagonist: 0; CHO parental Ca: -14; M1 ag: 2; OXTR potentiate: -4; TAAR1 agonist: 8; CHO-K1 Ca antag: 6; V1aR counter: 3.7; CHO-K1 Ca PAM: 5

What do the screens show for `CCN1C(=O)/C(=C/N2CCc3ccccc3C2)SC1=S`?
CHO-K1 Ca ag: 1.2; TAAR1 antagonist: -15; CHO parental Ca: -17; M1 ag: -6; OXTR potentiate: -18; TAAR1 agonist: 8; CHO-K1 Ca antag: -12; V1aR counter: -1.1; CHO-K1 Ca PAM: 13

How did CCc1[nH]nc(C(=O)N2CCCC(Nc3cccc(F)c3)C2)c1C (configuration not stated) do in these assays?
CHO-K1 Ca ag: 1.1; TAAR1 antagonist: -31; CHO parental Ca: -4; M1 ag: 11; OXTR potentiate: -10; TAAR1 agonist: 2; CHO-K1 Ca antag: -3; V1aR counter: -0.5; CHO-K1 Ca PAM: -10

What do the screens show for `COc1cccc(OC)c1OCCCCn1cnc2ccccc2c1=O`?
CHO-K1 Ca ag: 1.3; TAAR1 antagonist: 9; CHO parental Ca: -2; M1 ag: -1; OXTR potentiate: -22; TAAR1 agonist: 8; CHO-K1 Ca antag: -6; V1aR counter: -0.2; CHO-K1 Ca PAM: 14

How did CCc1cc(C(=O)N2CCN(S(=O)(=O)c3ccc(Cl)cc3)CC2)sc1C do in these assays?
CHO-K1 Ca ag: -0.3; TAAR1 antagonist: 19; CHO parental Ca: -26; M1 ag: -1; OXTR potentiate: -11; TAAR1 agonist: -3; CHO-K1 Ca antag: -10; V1aR counter: -0.1; CHO-K1 Ca PAM: -10

How did CCOc1cc(/C=N/NC(=O)CSc2nncn2C)ccc1OCc1ccccc1 do in these assays?
CHO-K1 Ca ag: -0.1; TAAR1 antagonist: -2; CHO parental Ca: -5; M1 ag: -4; OXTR potentiate: 0; TAAR1 agonist: 0; CHO-K1 Ca antag: -2; V1aR counter: -0.1; CHO-K1 Ca PAM: 5

How did N#Cc1nc(Cc2ccccc2)oc1N1CCC(Cc2ccccc2)CC1 do in these assays?
CHO-K1 Ca ag: 0.4; TAAR1 antagonist: 26; CHO parental Ca: 14; M1 ag: -2; OXTR potentiate: -12; TAAR1 agonist: 7; CHO-K1 Ca antag: -2; V1aR counter: 1.6; CHO-K1 Ca PAM: 16

What do the screens show for `CSc1nnc(CSc2cc(C)nc(N(C)C)n2)o1`?
CHO-K1 Ca ag: 0.5; TAAR1 antagonist: 11; CHO parental Ca: 9; M1 ag: -6; OXTR potentiate: -1; TAAR1 agonist: 1; CHO-K1 Ca antag: -1; V1aR counter: 1.6; CHO-K1 Ca PAM: 5

Results for CCN(CC)S(=O)(=O)c1cc(NC(=O)c2cc([N+](=O)[O-])ccc2N2CCOCC2)ccc1C ?
CHO-K1 Ca ag: 1.3; TAAR1 antagonist: -10; CHO parental Ca: -21; M1 ag: -6; OXTR potentiate: -6; TAAR1 agonist: 1; CHO-K1 Ca antag: -12; V1aR counter: 0.0; CHO-K1 Ca PAM: 20

How did CC(C)[C@H](NC(=O)c1ccc(F)cc1)C(=O)NC1=NCCS1 do in these assays?
CHO-K1 Ca ag: 1.0; TAAR1 antagonist: -27; CHO parental Ca: -13; M1 ag: -5; OXTR potentiate: -9; TAAR1 agonist: 0; CHO-K1 Ca antag: -23; V1aR counter: 0.3; CHO-K1 Ca PAM: 28

How did CCOC(=O)N(C)c1c(CC)nc2c(OCc3ccc(OC(F)F)cc3)cccn12 do in these assays?
CHO-K1 Ca ag: 2.6; TAAR1 antagonist: 15; M1 ag: -8; TAAR1 agonist: 0; CHO-K1 Ca antag: -21; CHO-K1 Ca PAM: 14

What do the screens show for `COc1ccc(NC(=O)CCNC(=O)N2CC(=O)Nc3ccccc32)cc1OC`?
CHO-K1 Ca ag: 0.6; TAAR1 antagonist: 1; M1 ag: -1; TAAR1 agonist: 1; CHO-K1 Ca antag: -10; CHO-K1 Ca PAM: 10
